# Screening results deposited in PubChem BioAssay by Small Molecule Screening Facility, UW Madison.
# RMI-FANCM inh – RMI-FANCM interaction inhibition; Fluorescence polarization, RMI core complex with F-MM2 peptide; stronger effect = lower value; FP signal (polarization) at 33 µM; hit rate 0.58% among 70,000; in the data active means FP signal below about 40; further: inactives centre near 61; strong numbers were not always called active; unit not given here
# Active calls of the source: *; & = joins results of further samples.
RMI-FANCM inh	SMILES
105	O=C(NCc1n[nH]c(=O)c2ccccc12)c1cc2ccccc2oc1=O
71	O=C(Cc1csc(SCc2ccc(Cl)cc2)n1)Nc1ccc2c(c1)OCO2
53	COc1ccc(C)c2sc(N3CCN(C(=O)C(C)C)CC3)nc12
62	O=C(CCCSc1ccc(NC(=O)c2cccs2)nn1)Nc1ccccn1
75	CC(CCCCC(=O)Nc1ccc(C(F)(F)F)cc1)NCCc1cnc[nH]1 (stereo not drawn)
57	CC1=C(C(N)=O)C(c2ccco2)C(C#N)=C(SCC(N)=O)N1 (stereo not drawn)
60	Cc1ccc(-n2ncc3c(C(C)C)nnc(SCC(=O)NC(C)C)c32)cc1C
81	CCc1nnsc1C(=O)Nc1ncc([N+](=O)[O-])s1
61	CSc1ccccc1NC(=O)Cc1cc(=O)[nH]c(SCc2cccc(Cl)c2)n1
121	O=C(CC1CSc2nc3c(cnn3-c3cccc(Cl)c3)c(=O)n21)NCc1ccco1 (stereo not drawn)
60	O=C(NCc1ccccc1Cl)NC1CC(=O)N(c2cccc(F)c2)C1 (stereo not drawn)
65	Cc1[nH]c(=O)[nH]c(=O)c1CCc1nnc(SCC(=O)c2ccc(Cl)cc2)o1
75	O=C(NCC(=O)N1CCOC(c2ccccc2)C1)c1ccc(C(F)(F)F)cc1 (stereo not drawn)
93	CCOc1ccc(-c2ccc(N3CCN(C(=O)Nc4ccccc4Cl)CC3)nn2)cc1
53	COc1ccc(CCN2C(=O)C3C4C=CC(O4)C3C2=O)cc1OC (stereo not drawn)
76	CC(=O)SCC(=O)N=c1sc2cc(C)ccc2n1C
57	CC(=O)c1ccc(C#N)s1
56	CCOC(=O)NC(NCCc1ccc(OC)c(OC)c1)(C(F)(F)F)C(F)(F)F
59	NC(=O)CN1C(=O)C2C3c4ccccc4C(c4ccccc43)C2C1=O (stereo not drawn)
55	CCSc1n[nH]c(=S)s1

# Random excerpt: six entries already listed.
RMI-FANCM inh	SMILES
76	CC(=O)SCC(=O)N=c1sc2cc(C)ccc2n1C
57	CC(=O)c1ccc(C#N)s1
53	COc1ccc(CCN2C(=O)C3C4C=CC(O4)C3C2=O)cc1OC (stereo not drawn)
93	CCOc1ccc(-c2ccc(N3CCN(C(=O)Nc4ccccc4Cl)CC3)nn2)cc1
65	Cc1[nH]c(=O)[nH]c(=O)c1CCc1nnc(SCC(=O)c2ccc(Cl)cc2)o1
59	NC(=O)CN1C(=O)C2C3c4ccccc4C(c4ccccc43)C2C1=O (stereo not drawn)

# Continuation.
RMI-FANCM inh	SMILES
58	CNNC(=O)Cn1nnc(-c2cc(C(F)(F)F)cc(C(F)(F)F)c2)n1
58	COc1ccccc1OCCn1c(C2CC(=O)N(c3cc(C)ccc3C)C2)nc2ccccc21 (stereo not drawn)
69	O=C(NCC1(c2cccs2)CCCC1)C1(c2ccccc2)CCOCC1
61	Cc1nc(SCC(=O)NCC2CCCO2)c2oc3ccccc3c2n1 (stereo not drawn)
88	COc1cc(NC(=O)c2ccco2)c2ncccc2c1
88	CCOC(=O)c1sc(NC(=O)CCc2ccccc2)c(SC#N)c1C
61	COC(=O)c1ccc(CN2CCN(Cc3nc4ccccc4[nH]3)CC2)o1
55	O=C(O)c1cccn(Cc2ccccc2F)c1=O
70	O=C(COc1ccc(F)cc1F)NCCn1nc(-c2cccs2)ccc1=O
65	CCOc1cccc2cc(C(=O)NCCn3ncccc3=O)c(=O)oc12
52	O=c1cc(-c2ccccc2)oc2cc(O)c(O)c(O)c12
60	CSc1nn(CC(=O)Nc2ccc3c(c2)OCO3)c(N)c1S(C)(=O)=O
86	NS(=O)(=O)c1ccc(NC(=O)c2ccc(-c3ccc(Cl)c(Cl)c3)o2)cc1
76	Cc1ccc(S(=O)(=O)N2CCCC2C(N)=O)cc1 (stereo not drawn)
71	COCCN1CCC(CNC(=O)C(=O)Nc2ccc3c(c2)OCO3)CC1
63&55	CC(=O)Nc1ccc(S(=O)(=O)NCCCN2CCN(Cc3ccccc3)CC2)cc1Cl
57	CC(C)(C)c1onc(OCP(=O)(O)O)c1CC(N)C(=O)O (stereo not drawn)
52	CC1=NN(c2ccc(Cl)c(Cl)c2)C(=O)/C1=C/c1ccc(OCc2ccccc2)cc1
66	COC(=O)c1ccc(-c2csc(NC(=O)c3ccc(Cl)s3)n2)cc1
63	O=C(NCC(c1ccsc1)N1CCc2ccccc2C1)c1ccc(C(F)(F)F)cc1 (stereo not drawn)

# Of the compounds above, these contain a COOH group:
RMI-FANCM inh	SMILES
55	O=C(O)c1cccn(Cc2ccccc2F)c1=O
57	CC(C)(C)c1onc(OCP(=O)(O)O)c1CC(N)C(=O)O (stereo not drawn)

# (cont.)
RMI-FANCM inh	SMILES
63	CNc1ncccc1[N+](=O)[O-]
48	CC1CCc2c(sc(NC(=O)c3cccc([N+](=O)[O-])c3)c2C#N)C1 (stereo not drawn)
55	CC1CN(c2nc(N)c([N+](=O)[O-])c(Nc3cccc(F)c3)n2)CC(C)O1 (stereo not drawn)
61	Cc1ccc(NC(=O)NN2CC(=O)N(c3ccccc3F)CC2=O)cc1
54	CN(C)S(=O)(=O)c1ccc(C(=O)Nc2nnc(SCC(=O)Nc3ccccc3C(F)(F)F)s2)cc1
65	CCOC(=O)N1CCc2nc(NC(=O)COc3ccc(F)cc3)sc2C1
59	COc1ccc(N2CCN(c3cc(=O)n(-c4cccc(C(F)(F)F)c4)c(=O)[nH]3)CC2)cc1
53	O=C(COc1ccc(Cl)cc1)NCC(c1ccco1)N1CCN(c2ccccc2F)CC1 (stereo not drawn)
58	COC(=O)c1c(NC(=O)c2oc3ccc(C)cc3c2C)sc(C)c1C
65	CCOC(=O)c1csc(NC(=O)CSC(C)=O)n1
63	Cc1nnsc1C(=O)O/N=C\c1ccccc1OC(F)(F)F
63	O=[N+]([O-])c1ccc(Cl)c(S(=O)(=O)NCCN2CCOCC2)c1
60	Cc1ccc(N2CC(NC(=O)N3CCN(c4ccccc4Cl)CC3)CC2=O)cc1C (stereo not drawn)
68	Cc1cccc(NC(=O)CSc2ccc(NC(=O)C(C)C)nn2)c1
50	CC(=O)NNc1cccc(C(F)(F)F)n1
62	Fc1ccc(CSc2nccn3nc(-c4ccccc4)cc23)c(Cl)c1
73	Cc1cc(C)c(C)c(S(=O)(=O)NCc2ccc(C(=O)N3CCCC3)cc2)c1C
65	Cc1c(-c2csc(Nc3ccc(Cl)cc3)n2)sc2nc(C(F)(F)F)nn12
53	COC(=O)c1ccc(CSc2nnc(NC(=O)NC(C)(C)C)s2)o1
64	COc1ccc(CCC(=O)NCCN2CCN(c3ccc(OC)cc3)CC2)cc1
65	CC(=O)Nc1cccc(NC(=O)CC2CCCCN2S(=O)(=O)c2ccc(C)cc2)c1 (stereo not drawn)
76	CN(C)c1ccc(CCNC(=O)C(=O)Nc2ccc(OC(F)(F)F)cc2)cc1
63	CCCN(CCC)S(=O)(=O)c1ccc(C(=O)Nc2cccc3c(NC(=O)c4ccc(S(=O)(=O)N(CCC)CCC)cc4)cccc23)cc1
56&41	COc1cc(CNC(=O)CCCC/C=C/C(C)C)ccc1O
70	COC(=O)Cn1c(=NC(=O)CCOc2ccccc2)sc2cc(Br)ccc21
54	O=C(NCC(c1ccc2c(c1)OCO2)N1CCN(c2ccccc2F)CC1)NC1CCCCC1 (stereo not drawn)
72	COc1ccc(S(=O)(=O)NCC(c2cccnc2)N2CCN(Cc3ccccc3)CC2)cc1C (stereo not drawn)
63	CC(C)C(=O)N1CCc2ccc(NC(=O)c3cccc(F)c3)cc2C1
59	O=C(CSc1nc2ccccc2o1)N1CCCCC1
91	Cc1cc(NC(=O)c2cccs2)n(-c2nc3c(F)cccc3s2)n1
56	CCc1ccccc1NC(=O)CSc1nc(-c2ccccc2F)nc2c1Cc1c(CO)cnc(C)c1O2
63	O=C(Nc1nnc(Cc2ccc3c(c2)OCO3)o1)c1ccc([N+](=O)[O-])s1
55	O=C(NNC(=O)c1ccc([N+](=O)[O-])o1)c1ccc2ccccc2c1
63	COc1ccc(C(=O)Nc2ccc3c(c2)N(C(=O)C2CCCO2)CC3)c(OC)c1OC (stereo not drawn)
60	Cn1c(=S)ccc2ccccc21
57	COc1c(C(=O)O)sc(C(=O)O)c1OC
59	O=S(=O)(NCc1ccc2[nH]c3c(c2c1)CCCC3)c1ccc2ccccc2c1
55	Cn1nnc2c(Nc3cccc4ccccc34)ncnc21
65	CCCCC(=O)Nc1nnc(-c2ccc(OC)cc2OC)s1
61	COc1ccc(-c2c3c(nc4c2c(=O)n(C)c(=O)n4C)-c2ccccc2CC3)c(Cl)c1OC
62	Cc1nnc(SCC(=O)N2CCN(c3ccccc3)CC2)c2c1cnn2-c1ccccc1
64	O=C(NCC(c1ccsc1)N1CCc2ccccc2C1)C(=O)Nc1ccc2c(c1)OCO2 (stereo not drawn)
54	Cc1ccc(Oc2ncccc2N)c2c1CCC2
56	CCOC(=O)c1nn(-c2ccc(C)cc2)c(=O)c2c(NC(=O)c3cc4ccccc4oc3=O)scc12
55	COc1cccc(C(=O)N2CCN(c3ccccc3)CC2)c1OC
88	O=c1c2ccccc2nc(SCc2nc(-c3cccc(Cl)c3)no2)n1Cc1cccs1
66	O=C(CSc1nc2c(cnn2-c2cccc(Cl)c2)c(=O)[nH]1)Nc1ccccc1F
86	CC(=O)Nc1ccc(SCC(=O)Nc2ccc(C)c(Cl)c2)nn1
59	Cc1ccc2sc(N(Cc3ccccn3)C(=O)CCOc3ccccc3)nc2c1C
41	CS/C(NCc1cccnc1)=C(/C#N)C(=O)C1CC1

# Single entries from above.
# O=c1c2ccccc2nc(SCc2nc(-c3cccc(Cl)c3)no2)n1Cc1cccs1 – RMI-FANCM inh = 88
# COc1cccc(C(=O)N2CCN(c3ccccc3)CC2)c1OC – RMI-FANCM inh = 55

# (cont.)
RMI-FANCM inh	SMILES
65	CCCN1C(=O)C(C)(C)COc2cc(NS(=O)(=O)c3ccc(OC)c(Cl)c3)ccc21
64	COc1ccc(CNC(=O)Cc2csc(Nc3ccccc3)n2)cc1
65	Cc1nc(-n2nc(-c3cccs3)cc2NC(=O)c2ccc3c(c2)OCO3)[nH]c(=O)c1C
57	Cc1nc(-c2cccs2)sc1C(=O)/C=C/N(C)C
73	COc1ccccc1-n1ncc2c(C)n[nH]c(=O)c21
64	Cc1cc(C(=O)NCCn2ncc3c(N4CCOCC4)ncnc32)no1
67	O=C(C(=O)N(Cc1ccccc1)c1ccccc1)c1cn(CC(=O)N2CCOCC2)c2ccccc12
62	CCC(C)(CN(C)C)OC(=O)c1ccccc1 (stereo not drawn)
51	Cc1onc(-c2c(F)cccc2Cl)c1NC(=O)OCc1sccc1-n1c(C)ccc1C
57	CSCCC(NC=O)C(=O)NC(C)C(=O)O (stereo not drawn)
65	Cc1ccc(C)c(NC(=O)Cc2cc(=O)[nH]c(SCc3ccccc3F)n2)c1
95	O=C(CSc1nnc2scc(-c3ccc(Cl)cc3)n12)NCc1ccc2c(c1)OCO2
71	CCCC(=O)Nc1ccc(S(=O)(=O)Nc2ccc3c(c2)N(C(=O)COC)CCC3)cc1
55	CN(C)/C=C(\C#N)S(=O)(=O)/C(C#N)=C/N(C)C
67	COc1ccc(-n2ccn3c(C)nnc3c2=O)cc1Cl
77	CN(C)c1ccc(C=C2C(=O)c3ccccc3C2=O)cc1
61&54	c1cc2nncn2nc1N1CCSCC1
93	CN(C)S(=O)(=O)c1ccc2c(c1)/C(=C/c1cc3c([nH]1)CCCC3)C(=O)N2
61	O=C(CNC(=O)c1ccco1)N/N=C\c1c[nH]c2ccccc12
79&78	COc1ccc(NC(=O)CCc2nc3sc4c(c3c(=O)[nH]2)CCC(C(C)(C)C)C4)cc1 (stereo not drawn)
64	CSc1ccccc1C(=O)NNC(=O)c1ccc(=O)n(Cc2ccc(Cl)cc2)c1
61	CC(N)=O
88	CC(=O)c1cccc(NC(=O)CSc2ncc(-c3cccc(Br)c3)o2)c1
65	O=C1C2N=NN(Cc3nc(-c4ccc5c(c4)OCO5)no3)C2C(=O)N1c1ccc2c(c1)CCC2 (stereo not drawn)
75	CCOc1ccc(S(=O)(=O)NCC2CCN(C3CCCC3)CC2)cc1
71	Cc1noc(C)c1COc1ccc(OCc2c(C)noc2C)cc1
53	CCOC(=O)NS(=O)(=O)c1ccccc1Cl
59	O=C(NC1CCS(=O)(=O)C1)c1ccc(I)cc1 (stereo not drawn)
78	O=C(CCCc1ccccc1)Nc1c(C(=O)Nc2ccc(F)c(Cl)c2)oc2ccccc12
55	O=C(NCc1nnnn1-c1ccc(F)cc1)Nc1ccc(Cl)c(Cl)c1
76	Cc1ccc2nc(NC(=O)CSc3nnc4ccc(-c5ccncc5)nn34)sc2c1
84	CC12CC(NC(=S)N1CCc1ccccc1)c1ccccc1O2 (stereo not drawn)
50	CSC(=NC1CCCCNC1=O)NC#N (stereo not drawn)
54	CN(NC1OC(=O)c2ccccc21)c1c([N+](=O)[O-])cc(C(F)(F)F)cc1[N+](=O)[O-] (stereo not drawn)
51	O=C(CCCC(=O)c1ccc(F)cc1)c1ccc(F)cc1
67	Clc1ccccc1-n1ncc2c1ncn1nc(-c3ccncc3)nc21
56	COc1ccc(/C(C)=N\NC(=O)CCN2CCN(C(c3ccccc3)c3ccccc3)CC2)cc1OC
63	COc1ccc(CCN=C(N)N)cc1OC
70	CCCCCOc1ccc(C(=O)Nc2nc3ccc4sc(C)nc4c3s2)cc1
77	CCc1ccc(S(=O)(=O)NCC2CCN(Cc3cccs3)CC2)s1
65	O=C(Cc1csc(Nc2cccc(C(F)(F)F)c2)n1)NCC1CCCO1 (stereo not drawn)

# Seven structures from above, ordered by count of non-hydrogen atoms, rising.
RMI-FANCM inh	SMILES
50	CSC(=NC1CCCCNC1=O)NC#N (stereo not drawn)
84	CC12CC(NC(=S)N1CCc1ccccc1)c1ccccc1O2 (stereo not drawn)
67	Clc1ccccc1-n1ncc2c1ncn1nc(-c3ccncc3)nc21
65	O=C(Cc1csc(Nc2cccc(C(F)(F)F)c2)n1)NCC1CCCO1 (stereo not drawn)
70	CCCCCOc1ccc(C(=O)Nc2nc3ccc4sc(C)nc4c3s2)cc1
54	CN(NC1OC(=O)c2ccccc21)c1c([N+](=O)[O-])cc(C(F)(F)F)cc1[N+](=O)[O-] (stereo not drawn)
76	Cc1ccc2nc(NC(=O)CSc3nnc4ccc(-c5ccncc5)nn34)sc2c1

# Some of the compounds tested (hit frequency here may not be typical).
